All columns: NCI-60 one-dose screen, growth in % after 48 h at 10 µM unless noted; 100 = growth as untreated, 0 = no growth, -100 = all killed.
HL-60(TB) – HL-60(TB) leukemia cells; 9% of 78,000 active; AID 1794776; active means growth percent below 10
Starred values were filed as active, the others as inactive; & = joins results of further samples. This is a subset; the hit share may differ from the screen's.

No.	structure	HL-60(TB)
1	Clc1cccc(Cn2cc(CSc3nc4ccccc4o3)nn2)c1	111
2	O=C(CN1C(=O)/C(=C/c2ccccc2)SC1=S)N1CCOCC1	89
3	N#Cc1ccc(C(=O)Nc2nc3ccc(OC(F)(F)F)cc3o2)cc1	92
4	CO[C@H](C(=O)[C@@H](O)[C@@H](C)O)[C@@H]1Cc2cc3cc(O[C@H]4C[C@@H](O[C@H]5C[C@@H](O)[C@H](O)C(C)O5)[C@H](O)C(C)O4)c(C)c(O)c3c(O)c2C(=O)[C@H]1O[C@H]1C[C@@H](O[C@H]2C[C@@H](O[C@H]3C[C@@H](OC)[C@H](O)C(C)O3)[C@@H](O)C(C)O2)C(O)(O)C(C)O1 (some centres not stated)	27
5	COc1ccc(-c2cc(-c3nnc(SCC(=O)c4ccccc4)n3-c3ccccc3)c3ccccc3n2)cc1	98
6	Cc1cc(O)c(/C=N/C(=S)NCCc2ccccc2)c(=O)o1	107
7	Fc1cnc2[nH]cc(-c3csc(-c4c[nH]c5ncccc45)n3)c2c1	92
8	CSc1nn(-c2ccccc2)c2ncnc(Oc3ccccc3)c12	109
9	CC1(C)CC(=O)C2=C(C1)N(c1ccc(OC(F)(F)F)cc1)C(N)=C(C#N)C2c1cc(Br)ccc1F (configuration not stated)	88
10	CC(C)CCCC(=O)O	109
11	O=Nc1ccc(O)cc1O	73
12	CCOC(=O)c1cnc2ccccc2c1Nc1cccc(NS(C)(=O)=O)c1	110
13	COC1=CC(c2ccc[nH]2)=N/C1=C\c1[nH]c(C)c(C(=O)CCCCC(=O)NC(C)(C)C)c1C	3.4*
14	CCOC(=O)c1c(N2CCOCC2)[nH]c(=O)c(C=Nc2ccccc2OC)c1O	60
15	Cc1ccc(C(=O)c2ccc(CCc3ccc(C(=O)c4ccc(C)cc4)cc3)cc2)cc1	69
16	COC(=O)C1C(O)C(C)C(O)C(C)C=C(C)C2=C3C(=C(C)C(=O)c4c(O)c(c(C)c(OC(C)=O)c43)NC(=O)C(C)=C/C=C\C(C)C(O)C(C)C1O)OCO2 (configuration not stated)	141
17	CCCNC(=O)c1c(NC(=O)C23CC4CC(CC(C4)C2)C3)sc2c1CCCC2	89
18	O=C1Nc2ccccc2/C1=N/N=C/c1cc(Cl)cc(Cl)c1O	100
19	NC(=O)SCC(=O)Nc1ccc(S(=O)(=O)Nc2ccccn2)cc1	86
20	NS(=O)(=O)c1ccc(Nc2nc(N/N=C/c3cn(-c4ccccc4)nc3-c3ccccc3)nc(Nc3ccccc3)n2)cc1	105
21	O=C(CSc1nnc(-c2ccc(-c3nc4ccc(Cl)cc4[nH]3)cc2)o1)Nc1ccc(C(=O)/C=C/c2ccccc2)cc1	100
22	NC1=NC(c2c[nH]c3ccccc23)C2=C(N1)c1ccccc1C2 (configuration not stated)	97
23	CC(=O)c1c(C)n(-c2ccccc2)c2c1c(-c1ccc(C)o1)nc1ccccc12	63
24	COc1ccc(OC)c(C2OC(c3cc(OC)c4ccccc4c3OC(C)=O)=NN2C(C)=O)c1 (configuration not stated)	104
25	NC(CCCCC(=O)O)C(=O)O (configuration not stated)	101
26	CCNc1cc2oc(=O)cc(C)c2cc1C	77
27	COc1ccc(N2CCN(/C(=N/c3sc(-c4ccccc4)nc3-c3ccccc3)c3ccc(C)cc3)CC2)cc1	99
28	C=CCn1c(SC/C(=N\O)c2ccc(C)cc2)nnc1-c1c[nH]c2ccccc12	90
29	NS(=O)(=O)c1ccc(NCc2nc(NC(Cc3ccccc3)C(=O)O)c3ccccc3n2)cc1 (configuration not stated)	97
30	O=C1CCCN1C1CCN(Cc2ccc(Cl)cc2)c2ccc(Cl)cc21 (configuration not stated)	40
31	CCOC(=O)NCc1ccco1	111
32	CC(C)(C)c1ccc(O)c(CNC2CCCCC2)c1	77&75
33	CCOC(=O)/C(C#N)=C\Nc1ccccc1Cl	100
34	COC(=O)c1c2c(n3ccccc13)C(=O)c1ccccc1C2=O	59
35	BrCCCOc1cccc(OCCCBr)c1	80
36	CC(=O)Nc1ccc(/C=N/Nc2nc3ccccc3s2)cc1	96
37	O=CN1N=C(c2cccc(Nc3ccncc3)c2)CC1c1ccc(F)cc1 (configuration not stated)	88
38	COc1cc(CNC(=O)c2cc(OC)c(OC)c(OC)c2)ccc1O	97
39	CN1CCN(CCCCCN=c2cc3c(=O)n(CCCCCN4CCN(C)CC4)c(=O)c4c(NCCCCCN5CCN(C)CC5)cc5c(O)n(CCCCCN6CCN(C)CC6)c(=O)c2c5c4-3)CC1	51
40	C/C(=N\NC(=S)Nc1ccccc1)c1nnn(-c2ccc([N+](=O)[O-])cc2)c1C	76
41	CC1SC(c2ccc(C(F)(F)F)cc2)N(Nc2ccccc2)C1=O (configuration not stated)	129
42	FC(F)(F)c1ccc(-c2cccc3c2C2CC3CCN2Cc2ccccc2)cc1 (configuration not stated)	73
43	CC(C)C1=NOC(=O)C1=Cc1cn(-c2ccccc2)nc1-c1ccc(F)cc1	-35*
44	c1ccc(-n2nnnc2-c2cccc3ccccc23)cc1	-22*
45	O=C(CSc1nc2c(c(=O)[nH]1)CCCC2)Nc1ccccc1C(=O)O	95
46	COc1c(/C=N/N=c2sc(C(C)=O)nn2-c2ccc([N+](=O)[O-])cc2)c(O)cc2oc(C)cc(=O)c12	100
47	NC1N=C(Nc2ccccc2)N=CC(c2cc3cc(Br)ccc3oc2=O)=N1 (configuration not stated)	100
48	CC(C)C(=O)OC(c1cc2c(cc1Br)OCO2)C(C)Br (configuration not stated)	106
49	O=P(N1CCCCCC1)(N1CCCCCC1)N1CC1	104
50	COc1cc2c(cc1OC)CN(CCCCOc1cc(O)c3c(=O)cc(-c4ccccc4)oc3c1)CC2	7.8*
51	Nc1cc(C(=O)NC=Nc2ccc(OC(F)F)c(OCc3ccccc3)c2)nn1CC(O)c1ccccc1 (configuration not stated)	100
52	CCOC(=O)c1cnc2c(cnn2CC)c1NN=C(C)C	74
53	CN[C@]1(c2ccccc2Cl)CCCC[C@@H]1NCCc1ccc(OC)c(OC)c1	89
54	CC(C)(C#CC(C)(C)OC(=O)Nc1ccccc1)OC(=O)Nc1ccccc1	100
55	Cc1cc(CN(Nc2ccccc2)c2ccccc2)cc(C)n1	97
56	CC(C)=CC/C=C(/C)[C@H]1CC[C@]2(C)[C@@H]1CC[C@@H]1[C@@]3(C)C/C(=C/c4cccnc4)C(=O)C(C)(C)[C@@H]3CC[C@]12C	100
57	O=C(c1ccc(I)cc1)N1CCN(C(=O)c2ccc(I)cc2)CC1	111
58	CCOc1cc(/C=N\NC(N)=S)ccc1O	98
59	C/C1=C\CC2CCC(C)(O)C(CCC3(C)OC3CC1)C2(C)C (configuration not stated)	86
60	CCOCc1nc(N)nc(N)c1-c1ccc(Cl)c(Cl)c1	89

Next structures
No.	structure	HL-60(TB)
61	CN(C)CCCNC1=C(Cl)C(=O)c2ccccc2C1=O	45
62	CCOC(=O)c1c(C)nc2c(c1N)C(=O)C(=O)N2Cc1ccccc1	38
63	COc1ccc(C)cc1C(=O)C[n+]1ccccc1	101
64	O=C(CCN1C(=O)/C(=C/c2ccc(Cl)cc2)SC1=S)NCCN1CCOCC1	98
65	N#Cc1cn(-c2cc(Cl)cc(Cl)c2)c(C(=O)c2ccccc2)c1N	101
66	O=C(O)c1cc(N=Nc2ccc(-c3ccc(N=Nc4ccc(N=Nc5ccc(O)c(C(=O)O)c5)c5cc(S(=O)(=O)O)ccc45)cc3)cc2)ccc1O	102
67	COc1ccccc1/C=N\NC(=O)C(=O)N/N=C\c1ccccc1OC	92
68	N#CCC(=O)N1CCCCC1	105
69	CC1=C(C(=O)c2ccccc2)C(c2ccc(N(C)C)cc2)n2c(nc3ccccc32)N1 (configuration not stated)	76
70	CN(C)N1C(=O)C2C3C=CC(O3)C2C1=O (configuration not stated)	103
71	COc1ccc(C2=NN(C(=O)COc3ccc(Cl)cc3)C(O)(c3cc(F)c(Cl)cc3Cl)C2)cc1OC (configuration not stated)	-42*
72	CCCCCCOc1ccc(C(=O)Oc2ccc(CSP(=O)(OCC3OC(n4cnc5c(N)ncnc54)CC3O)OC3C(CO)OC(n4ccc(=O)[nH]c4=O)C3OC)cc2)cc1 (configuration not stated)	72
73	C/C(=N/NC(N)=S)c1ccc(Nc2nc(SC(C)C)nc(-c3ccccc3)c2C#N)cc1	70
74	C1CCC2OCOCC2C1 (configuration not stated)	79
75	Cc1ccc2nc(COc3ccc(NC(=S)NCCc4ccccc4)cc3)[nH]c2c1	99
76	O=c1[nH]c(N2CC3CC(C2)c2cccc(=O)n2C3)nc2sc(-c3ccccc3)cc12 (configuration not stated)	101
77	COc1ccc([C@H]2c3[nH]c4ccccc4c3C[C@@H]3C(=O)N(C4CCN(Cc5ccccc5)CC4)CC(=O)N23)c(OC)c1	51
78	Cc1ccc(S(=O)(=O)Oc2ccccc2C)cc1	112
79	COc1ccccc1C(=O)/C=C/c1ccccc1	77
80	Cc1n[nH]c(C)c1N=Nc1cccc2c1C(=O)c1ccccc1C2=O	96
81	CC(=O)c1ccc(NCC(=O)Nc2ccccn2)cc1	109
82	Cc1nc(-c2ccccc2)ccc1-c1nnc(SCC(C)C)o1	85
83	C[C@]12C=CCC[C@@H]1CC[C@@H]1[C@@H]2CC[C@]2(C)[C@@H](O)CC[C@@H]12	88
84	NS(=O)(=O)c1ccccc1N/C=C/C(=O)c1cc2cc(Br)ccc2oc1=O	99
85	c1ccc(-c2nc3n(c2-c2ccccc2)CN(C(c2ccccc2)c2nc4ncncc4[nH]2)CS3)cc1 (configuration not stated)	106
86	COc1cc(N=Nc2ccc(N)cc2)c(OC)cc1N=Nc1ccccc1.[Cl][Zn][Cl]	74
87	c1ccc(CNc2nnc(NCc3ccccc3)c3c2ncn3Cc2ccccc2)cc1	77
88	COc1ccc(-c2cn3c(-c4ccccc4OC)cnc3c(Oc3ccc4c(C)cc(=O)oc4c3)n2)cc1	102
89	N#CCN1C(=O)c2ccccc2C1=O	100
90	Cc1cc(N2CCN(CC(=O)Nc3ccc4c(ccn4Cc4ccccc4)c3)CC2)nc(Cl)n1	86
91	CCN(CC)c1ccc(C2=NN(C(C)=O)C(c3cccc(NS(C)(=O)=O)c3)C2)cc1 (configuration not stated)	119
92	CS(=O)(=O)c1ccc(/C(=N/N=C(N)N)c2ccc(Cl)cc2)cc1	80
93	CCCCCCCC(C)NCCO (configuration not stated)	101
94	O=c1[nH]nc(CSc2nnc3sc4ccccc4n23)o1	105
95	CCOC(=O)C1=CSC2=NC3=C(CCCC/C3=C\c3cc(OC)c(OC)c(OC)c3)C(c3cc(OC)c(OC)c(OC)c3)N12 (configuration not stated)	56
96	Nc1c(C(=O)Nc2cccc(C(F)(F)F)c2)sc2nc3c(cc12)C(=O)CCC3	88
97	O=C(/C=C1\C=CN(CCCCCCO)c2ccccc21)n1ccc2ccccc21	100
98	CSc1ccc(NC(=O)c2ccc3nn(/C(C#N)=C/c4ccccn4)nc3c2)cc1	-19*
99	Cc1ccccc1NCC(C)O (configuration not stated)	94
100	C/C(=N\NC(=O)c1ccncc1)c1cccc(Br)c1	99
101	Cc1ccc2c(c1)C(=O)N(N(C)C)CC(=O)N2	106
102	Cc1[nH]n(C(=O)c2ccccc2)c(=O)c1N=Nc1ccc(S(=O)(=O)N=C(N)N)cc1	108
103	CCN(CC)CCC(=O)c1ccc(Cl)cc1	104
104	CSc1ccccc1NP1(=O)OCC(C)([N+](=O)[O-])CO1 (configuration not stated)	57
105	COc1ccc2c(c1OC)C(CC(C)=O)N1CCc3cc4c(cc3C1C2=O)OCO4 (configuration not stated)	97
106	CCCCCCCCCCCCCCCC[n+]1ccccc1	-56*
107	CCO[P+](=O)Oc1ccccc1 (configuration not stated)	98
108	Cc1[nH]c(/C=C/C(=O)c2ccc(C(F)(F)F)c(F)c2)c(C)c1C(=O)NCc1ccccc1	96&96
109	COc1cc(-c2nc(SCCC(C)C)nc(Nc3ccc([N+](=O)[O-])cc3[N+](=O)[O-])c2C#N)cc(OC)c1OC	85
110	O=c1cc(/C(=C2/C=CC=N2)c2ccc[nH]2)c2cc(Cl)ccc2o1	85
111	COCCc1ccncc1	99
112	O=C(/C=C/c1cc2ccccc2[nH]c1=O)c1ccc(Nc2nccc(-c3ccc4ccccc4c3)n2)cc1	93
113	Nc1nnc(Sc2nc3ccc(Cl)cc3c(=O)n2Cc2ccccc2)s1	75
114	CCCCCCCC/C=C\CCCCCCCC(=O)Oc1cccc2cccnc12	84
115	CC1(C)CC(=O)C2=C(C1)OC1=C(C(=O)CC(C)(C)C1)C2c1ccc(OCc2cn(-c3ccc(Cl)c(Cl)c3)nn2)cc1	78
116	O=C(O)c1ccc(Nc2nc(O)c(C=Nc3ccc(Cl)cc3)s2)cc1	101
117	CCOC(=O)C1=C(C)N(c2ccc(OC)cc2)[C@]2(C#N)C(O)=C(Cl)C(Cl)=C(O)[C@]12C#N	108
118	COc1cc(-c2nn(-c3cccc(NC(=O)CCN4CCN(Cc5ccccc5)CC4)c3)cc2-c2ccncc2)ccc1Cl	-5.8*
